HEK cytotox – kills HEK 293 cells | HEK 293 viability, ATP luminescence (CellTiter-Glo), 48-72 h | Potency, µM (top dose mostly 115 µM), without a hit: top-dose activity change, negative = cytotoxicity, hits mostly inhibitors | 94,000 tested, 6.6% active | AID 1345083; also: potency is read from the fitted curve at half-maximal effect; nearly all actives have a fitted effect of over 60% in size
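HEK 293 cells at 250 cells/well were exposed to compounds by pintool transfer for 48 or 72 hr at 37 degree Celsius, 5% CO2. Viability was read as ATP-coupled luminescence with CellTiter-Glo after 10 min at room temperature.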
Luciferase inh – inhibitors of firefly (Photinus pyralis) luciferase; purified P. pyralis luciferase, luminescence, biochemical; AID 1347043; Potency, µM (doses to about 115 µM), without a hit: top-dose activity change, negative = inhibition, usual class: inhibitors; P08659; 76,000 tested, 2.5% active; also: potency is read from the fitted curve at half-maximal effect; nearly all actives have a fitted effect of over 65% in size
Target sequence (P08659 whole entry, looked up): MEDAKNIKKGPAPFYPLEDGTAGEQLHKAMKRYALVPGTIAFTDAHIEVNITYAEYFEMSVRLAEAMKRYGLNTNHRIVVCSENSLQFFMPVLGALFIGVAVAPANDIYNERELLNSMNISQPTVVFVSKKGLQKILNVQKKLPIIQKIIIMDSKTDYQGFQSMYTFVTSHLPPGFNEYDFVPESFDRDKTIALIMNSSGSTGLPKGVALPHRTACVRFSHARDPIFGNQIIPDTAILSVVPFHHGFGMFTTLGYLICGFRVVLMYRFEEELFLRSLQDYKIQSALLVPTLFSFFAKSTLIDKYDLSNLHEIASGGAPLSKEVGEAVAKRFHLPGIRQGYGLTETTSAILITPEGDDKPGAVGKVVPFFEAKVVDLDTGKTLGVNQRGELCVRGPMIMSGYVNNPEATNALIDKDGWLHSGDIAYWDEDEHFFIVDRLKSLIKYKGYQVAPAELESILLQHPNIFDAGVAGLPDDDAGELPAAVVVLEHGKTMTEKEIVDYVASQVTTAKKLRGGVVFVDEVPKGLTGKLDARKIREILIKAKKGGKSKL
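Luminescence read by CCD imager after adding enzyme (10nM final) to wells holding compound, titrated in qHTS. Substrates 10uM each D-luciferin and ATP; buffer 50mM Tris acetate pH 7.5, 10mM Mg acetate, Tween-20, BSA.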
IP6K1 inh – inhibitors of human IP6K1; Q92551; IP6K1 kinase, ADP-Glo luminescence, 2 h; stronger effect = lower value; activity change, % (series mostly up to about 58 µM); 140,000 tested, 0.81% active; AID 1645851; in the data active = activity change below about -25%
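ADP-Glo luminescence measures ADP made by human IP6K1 during a 2 h RT reaction with ATP/IP6 (mix at 1.3 mM/130 uM); top library doses 57.5 and 19.1 uM final.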
NIH3T3 tox – NIH 3T3 cell cytotoxicity; Potency, µM (series often up to 96.7 µM), for inactives: at the highest dose activity change, negative = cytotoxicity, usual class: inhibitors; NIH 3T3 viability, CellTiter-Glo ATP luminescence, 48-72 h; 94,000 tested, 4.3% active; also: potency is read from the fitted curve at half-maximal effect; nearly all actives have a fitted effect of over 55% in size
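First NIH 3T3 cells are plated at 400 cells/well; next compound is pinned in; then plates incubate 48 or 72 hr at 37 °C; finally CellTiter-Glo is added and luminescence read after 10 min.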
HEK293 viab – counter-screen for SNCA expression inhibitors: cell viability; HEK-293-SNCA-luc viability, GF-AFC fluorescence, 24 h; Potency, µM (titrated, usually from 57.1 µM), for the others: at the highest dose activity change, negative = cytotoxicity, most hits filed as cytotoxic; 150,000 tested, 0.12% active;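 also: potency is read from the fitted curve at half-maximal effect; 0% = DMSO-treated cells and -100% = medium-only wells without cells; nearly all actives have a fitted effect of over 30% in size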
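HEK-293-SNCA-luc cells (1500/well) plated 24 h, then exposed 24 h to a dilution series; GF-AFC added 30 min at 37C, fluorescence 405/540 nm; normalised to medium-only and DMSO wells, Hill fit.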
SNCA expr inh – SNCA gene expression inhibition; HEK-293 SNCA-luciferase knock-in, luminescence, 24 h; Potency, µM (doses to about 57.2 µM), for the others: at the highest dose activity change, negative = inhibition, actives largely listed as inhibitors; 140,000 tested, 0.17% active;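 also: potency is read from the fitted curve at half-maximal effect; plate controls were DMSO cells for no effect and cell-free wells for full effect; nearly all actives have a fitted effect of over 45% in size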
GPT2 inh – GPT2 alanine aminotransferase inhibition; Q8TD30; Recombinant GPT2, coupled pyruvate oxidase/HRP Amplex Red fluorescence; Potency, µM (top dose mostly 57.7 µM), for the others: at the top dose activity change, negative = inhibition, actives largely listed as inhibitors; 100,000 tested, 0.25% active; AID 1671188; also: potency is read from the fitted curve at half-maximal effect; nearly all actives have a fitted effect of over 60% in size; many of its hits are not listed in these tables
Target sequence (Q8TD30 whole entry, looked up): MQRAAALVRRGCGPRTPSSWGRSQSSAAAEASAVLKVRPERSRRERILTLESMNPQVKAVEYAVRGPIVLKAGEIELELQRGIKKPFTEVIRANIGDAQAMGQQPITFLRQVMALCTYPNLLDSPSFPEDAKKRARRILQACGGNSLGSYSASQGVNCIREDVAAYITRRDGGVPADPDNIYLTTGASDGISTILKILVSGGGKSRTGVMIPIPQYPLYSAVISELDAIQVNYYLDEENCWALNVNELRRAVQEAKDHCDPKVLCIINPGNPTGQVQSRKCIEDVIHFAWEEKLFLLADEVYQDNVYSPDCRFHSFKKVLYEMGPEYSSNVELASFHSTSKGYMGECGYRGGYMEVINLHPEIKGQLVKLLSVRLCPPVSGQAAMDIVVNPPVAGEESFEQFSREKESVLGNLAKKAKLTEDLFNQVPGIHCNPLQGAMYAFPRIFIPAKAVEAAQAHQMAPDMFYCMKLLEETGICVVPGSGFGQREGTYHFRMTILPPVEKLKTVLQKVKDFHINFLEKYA
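Recombinant GPT2 (10ng/uL) with 250uM a-KG and 2mM L-alanine, 30 min at room temperature, in HEPES pH 7.5 buffer. Pyruvate detected by pyruvate oxidase/HRP/Amplex Red fluorescence after 30 min in the dark; AOA (50uM) as positive control.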
An asterisk follows results filed as active; i = inactive; u = inconclusive; x = not tested or not shown; [ ] = another dose, or the depositor's remark. Unless noted, calls follow the shape of the dose curve; as a rule, active = well fitted curve in the direction sought with a large enough effect; inconclusive = small, poorly fitted or top-dose-only effect, or another doubt; inactive = no such curve, though single readings can be large; an effect the other way counts as inactive or inconclusive. Unless noted, % is scaled to controls: 0 for no effect and ±100 for the full control effect.

Second line of a record – HEK cytotox, Luciferase inh, IP6K1 inh, NIH3T3 tox, HEK293 viab, SNCA expr inh, GPT2 inh
> CN(C)CC(=O)N1Cc2ccccc2CC2(CCN(Cc3ccccc3)C2)C1 (centres undefined)
  -15.1%, x, -4.9, -2.7%, -11.3%, 5.3%, 2.6%
> CSc1ccc(CCNC(=O)c2c(C)nn(-c3ccc(F)cc3)c2-n2cccc2)cc1
  x, x, 6.0, x, 1.8%, u, x
> CC(=O)N1CCC(C(=O)NCc2cccnc2N(C)Cc2ccccc2)CC1
  -22.3%, -12.9%, -6.5, -4.2%, 7.3%, 19.1%, i
> CC(C)c1nc2c(c(-c3ccc(O)cc3)n1)CCN(C(=O)c1ccccc1)CC2
  -14.0%, x, 12.2, -25.2%, u, 7.7%, u
> CCc1cn(C[C@@H](C(=O)O)N(C)C)c(=O)[nH]c1=O
  4.5%[230 µM], -1.2%[230 µM], -4.1, 0.8%[174 µM], 1.1%[87.6 µM], 3.4%[87.6 µM], i
> CCc1nnc(NC(=O)c2nc(SCc3ccccc3C)ncc2Cl)s1
  x, x, 20.3, x, -10.3%, 4.9%, x
> CC(=O)N1CCCN(C(=O)[C@@H]2Cc3cn(C)c4cccc(c34)[C@H](CC(C)C)N2)CC1
  -2.0%[172 µM], -6.3%[172 µM], -8.1, 0.8%[138 µM], 0.8%[87.6 µM], -11.5%[87.6 µM], -10.0%[88.5 µM]
> CN1CCCN(C[C@@H]2CN(C(=O)c3ccnc4ccccc34)C[C@@H]2CO)CC1
  4.3%, 9.5%, 14.5, 1.5%, -0.8%, 21.5%, 1.7%
> Cc1nc(-c2ccc(S(=O)(=O)Nc3ccc(C)c(N(C)C)c3)cc2)co1
  x, x, 2.4, x, 6.1%, -19.6%, x
> COc1ccc(F)cc1-c1cccc(C(=O)NCC(=O)NCc2cccs2)c1
  u, x, 16.8, u, x, x, x
> Cc1c(-c2nnc(SCC(=O)Nc3ccccc3F)o2)nnn1-c1ccc(F)cc1
  x, x, -6.6, x, 3.5%, 20.7%, x
> C=CCN1CCC2(CCC1=O)CN(c1ccc(C#N)cn1)CCN2C (centres undefined)
  i, -1.2%, 3.1, 4.9%, -2.0%, u, u
> COCCN1CCCC2(CCN(c3nc(C)nc4sccc34)C2)C1=O (centres undefined)
  -34.2%, 0.0%, 0.0, u, -3.5%, -0.9%, i
> Cc1cccc(C(=O)NC(C(=O)N2CCCC2)C2CCN(C(=O)c3cccs3)CC2)c1 (centres undefined)
  -22.3%, -3.2%, 7.7, u, 2.1%, -22.5%, i
> CN(C)S(=O)(=O)N1CC(c2nnc(-c3ccncc3)o2)C2(CCOCC2)C1 (centres undefined)
  3.4%, -5.9%, 16.6, i, -12.1%, 6.6%, -6.5%

Second line of a record – HEK cytotox, Luciferase inh, IP6K1 inh, NIH3T3 tox, HEK293 viab, SNCA expr inh, GPT2 inh
> CCCNC(=O)CC(c1ccc(F)cc1)c1c[nH]c2ccccc12 (centres undefined)
  u, -16.3%, -8.7, u, 10.0%, -4.9%, i
> Cc1nn(-c2ccc(F)cc2)c(Oc2ccccc2F)c1CCC(=O)NC(C)C
  u, -10.2%, -7.1, u, -8.2%, 1.0%, 1.4%
> O=C1C(Oc2ccc(F)cc2)C2(CCCCC2)N1Cc1ccc(F)cc1 (centres undefined)
  39.8µM*, x, -7.5, 25.1µM*, u, -23.3%, 0.8%
> COCCn1cc2c3c(cccc31)CN(C(=O)c1ccc(C)c(C)c1)CC2
  u, -3.4%, 24.9, u, -11.1%, 6.0%, i
> Cc1ccc(CSc2nc3ccncc3n2Cc2nc(-c3ccccc3C)oc2C)cc1
  x, x, -4.5, x, -0.8%, 10µM*, x
> CCOC(=O)c1ccc(NC(=O)c2cc3cc(C)ccc3n2C)cc1
  x, x, -2.4, x, 1.7%, -4.0%, x
> CN(C)C(=O)C1CN(C(=O)Nc2cc(F)c(F)c(F)c2)CC12CCOCC2 (centres undefined)
  -3.8%, 8.1%, 20.3, -16.7%, 3.3%, 2.9%, 3.9%
> CCc1ccc(CNC(=O)CCC(=O)N2Cc3cccc(OC)c3Oc3ncccc32)cc1
  x, x, -5.2, x, -0.2%, -4.2%, x
> Cc1cnc(C2CCOCC2)n1C1CCCN(S(=O)(=O)c2ccccc2)C1 (centres undefined)
  -10.0%, x, -0.4, -16.0%, 11.7%, 0.3%, -28.8%
> O=C(CN1CCC(c2ccccc2)CC1)N[C@H](c1ccccn1)C1CC(O)C1 (some centres undefined)
  -18.7%, 0.0%, -13.8, -28.3%, 1.6%, -14.5%, i
> O=C(Cn1cc(SCc2ccccc2)c2ccccc21)N1CCCCCC1
  x, x, -4.0, x, -29.7%, 71.8%[activator], x
> COc1ccc(CSc2nc3ncccc3[nH]2)cc1
  x, x, 5.3, x, 3.7%, -33.8%, x
> Cc1ccc(Cn2c(=O)n(CCCC(=O)NCc3ccccc3Cl)c(=O)c3ccccc32)cc1
  x, x, 4.1, x, 12.3%, 52.7%[activator], x
> Cc1cc(C[C@@H]2COC[C@@H]2NC(=O)c2cnn3cc(CCO)cnc23)on1
  3.5%, -2.2%, -7.9, -3.3%, 3.1%, -11.6%, i
> Cc1cccc(C(=O)N2CC(=O)N(C3CCCCC3)CC(OCc3ccccc3)C2)n1 (centres undefined)
  -11.9%, -0.7%, -0.7, -8.5%, -0.3%, 11.2%, 4.7%

Second line of a record – HEK cytotox, Luciferase inh, IP6K1 inh, NIH3T3 tox, HEK293 viab, SNCA expr inh, GPT2 inh
> O=C(N/N=C/c1ccc(O)c(O)c1)c1cc2ccccc2cc1O
  x, x, -19.5, x, -12.2%[23.9 µM], x, i
> COc1ccccc1C(=O)NCCn1cc(SCc2ccc(C)cc2)c2ccccc21
  x, x, 6.8, x, -26.2%, u, x
> CCc1ccc(NC(=O)c2nc3nc(C)cc(C(F)F)n3n2)cc1
  x, x, -5.1, x, -9.0%, 17.3%, x
> Cc1ccc(S(=O)(=O)N(CC(=O)NCCSc2ccc(Cl)cc2)c2cccc(Cl)c2)cc1
  x, x, -4.5, x, -12.7%, u, x
> COc1ccccc1CNC(=O)c1cnc(N(C)C)nc1
  x, x, -13.0, x, -9.6%, -22.5%, x
> O=C(CCC1CCCC1)N1CC[C@@H]2COCCN(Cc3ccncc3)[C@@H]2C1
  u, x, 9.7, u, u, 33.5%[activator], -18.1%
> CNc1ncccc1C(=O)N1CCCC2(C=Cc3ccccc3O2)CC1 (centres undefined)
  u, 5.8%, -11.0, u, -11.6%, u, i
> CC(C)Oc1ccc2c(NC(=O)c3ccnn3C)nn(Cc3ccccc3)c2c1
  u, -17.1%, -0.6, u, -4.7%, 9.9%, -11.7%
> COc1ccc(-c2nnc(SCC(=O)Nc3ccc(C)c(C)c3)s2)cc1
  x, x, -8.1, x, -6.0%, 6.5%, x
> CCn1nccc1C(=O)N1CC(N(Cc2cccnc2)CC(C)C)C1
  u, 1.1%, 0.9, -5.9%, 2.1%, u, i
> Cc1cccc(OCC2(CNC3CCC3)C[C@@H](O)[C@@H](O)C2)n1 (some centres undefined)
  i, 0.5%[172 µM], 5.9, i, 1.9%[87.6 µM], 6.9%[87.6 µM], 0.9%[88.5 µM]
> O=C(NCc1nnc2c(-c3nc(C4CC4)no3)cccn12)c1c[nH]c2ccccc12
  -21.0%, -31.1%, 5.1, u, -10.5%, 91.3%[activator], u
> COc1ccc(OC)c(CN2CCC3(CC2)CC3C(=O)N(C)CCOc2ccc(C)cc2)c1 (centres undefined)
  13.5%, 0.1%, 19.7, i, -9.3%, -13.5%, -11.2%
> COCC[C@]1(O)CCN(S(=O)(=O)N(C)Cc2ccccc2)C[C@H]1C
  1.8%, -3.0%, -5.5, -26.8%, 5.9%, -15.5%, -17.3%
> COc1ccccc1Nc1cc(C(=O)NCCCN(C)c2ccccc2)c2ccccc2n1
  x, x, 3.4, x, -0.8%, u, x

Second line of a record – HEK cytotox, Luciferase inh, IP6K1 inh, NIH3T3 tox, HEK293 viab, SNCA expr inh, GPT2 inh
> CN1CC(=O)N(C2CCNCC2)Cc2c(NCC(C)(C)C)ncnc21
  -11.8%, x, -9.9, 1.2%, 7.1%, -26.1%, u
> COc1cc([C@H]2c3cc(O)c(OC)cc3C[C@@H](CO[C@@H]3O[C@H](CO)[C@@H](O)[C@H](O)[C@H]3O)[C@@H]2CO)ccc1O
  x, x, 7.3, x, 12.6%[23.9 µM], x, i
> CCC(C)Sc1oc(-c2ccco2)nc1S(=O)(=O)c1ccc(Cl)cc1 (centres undefined)
  x, x, 4.6, x, 6.0%, -27.5%, x
> O=C1NC(C(=O)NCc2ccc(Cl)cc2)Cn2cccc21 (centres undefined)
  3.8%, 24.9%, -2.4, -11.2%, 1.7%, -0.6%, i
> CC(=O)N1CCN(C(=O)c2ccc3nnc(-c4cc(C(F)(F)F)cc(C(F)(F)F)c4)n3c2)CC1
  1.7%, x, -12.0, -3.3%, -13.6%, -19.6%, i
> CC(=O)c1cccc(NC(=O)c2c(C)nn(-c3ccc(F)cc3)c2-n2cccc2)c1
  x, x, 17.3, x, -8.6%, -1.0%, x
> CN1C(=O)CCC2(CNC(=O)c3cn[nH]c3-c3ccc(F)cc3)CCC=C12 (centres undefined)
  u, 6.8%, 16.1, -15.8%, 1.8%, -2.7%, i
> NC(=O)c1cc(S(=O)(=O)NCc2ccc(Br)cc2)cs1
  x, x, -11.7, x, 2.7%, 12.2%, x
> COc1cc(OC)c(NC(=O)CSC2=Nc3ccccc3N=C(c3ccc(F)cc3)C2)cc1Cl
  x, x, 6.9, x, 10.6%, 1.7%, x
> COc1ccc(-c2noc(-c3ccc(N4CCC(C)CC4)c([N+](=O)[O-])c3)n2)cc1OC
  x, x, 10.6, x, 1.7%, 10.8%, x
> CCOC(=O)C1CCC(CN(Cc2c(Cl)cccc2Cl)S(=O)(=O)c2ccc(F)c(C)c2)CC1 (centres undefined)
  x, x, 11.3, x, 6.5%, -21.4%, x
> Cc1ccc(C)c(N2CCN(CCCNC(=O)Cn3ncc4c5ccccc5n(C)c4c3=O)CC2)c1
  x, x, -0.6, x, 3.2%, -1.0%, x
> Cc1ccc(C)c(N2CCN(C(=O)c3cc4c(=O)n(Cc5ccccc5)ccc4nc3C)CC2)c1
  x, x, -16.9, x, 4.0%, -11.9%, x
> O=[S+]1([O-])NCC2(CCCN(Cc3cnccn3)C2)Oc2ncccc21 (centres undefined)
  i, x, 13.3, i, 5.6%, -22.0%, -15.7%
> CCOc1cc(CNC(=O)c2ccccc2NC(=O)c2nsc3ccccc23)ccc1OC
  x, x, 35.0, x, -2.5%, 79.1%[activator], x
> CCOc1ccc(CCNC(=O)C2=C(C)C(=O)OC23CCCCC3)cc1
  x, x, 3.6, x, 1.5%, 21.7%, x
